Screens: PubChem BioAssay, The Scripps Research Institute Molecular Screening Center
CHO parental Ca: signal in parental CHO cells, OX1R antagonist counter-screen; inhibition, % at 5.6 µM; parental CHO-K1, ATP-induced calcium, Fluo-8 fluorescence; AID 463079; 330,000 tested, 0.63% active;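 active means inhibition above that plate's mean sample inhibition plus 3 SD, cut at about 26% in these data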;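 further: 0% = ATP-challenged DMSO wells and 100% = DMSO wells without ATP; some compounds past the cut are filed as inactive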
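Assay system: untransfected parental CHO cell line. Also added: ATP agonist challenge. Dosing: one dose, 5.6 µM nominal. Measured by: Fluo-8 fluorescence. Read-out: % inhibition. Benchmarks: ATP wells versus no-ATP DMSO wells. Repeats: no replicates.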
M1 ag parental: nonselective activator or artifact in parental CHO-K1 cells | Fluo-8 calcium fluorescence; scaled to maximal ATP response, vehicle zero | activation, % at 3 µM | 360,000 tested, 0.48% active; in the data active means activation above about 15%;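 further: untransfected CHO-K1 host cells lacking M1 receptor as counterscreen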
CHRM1 agonist: human M1 muscarinic receptor agonism. P11229. CHO-K1 hM1, Fluo-8 calcium fluorescence, agonist mode; 0% DMSO, 100% acetylcholine EC100. activation, % at 3 µM. 360,000 tested, 0.33% active. AID 588814;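 active means activation above the run's mean compound activation plus 3 SD, cut at about 16% in these data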;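 further: peak over basal fluorescence ratio within a 140 s kinetic read after compound addition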
Target sequence (P11229 whole entry, looked up): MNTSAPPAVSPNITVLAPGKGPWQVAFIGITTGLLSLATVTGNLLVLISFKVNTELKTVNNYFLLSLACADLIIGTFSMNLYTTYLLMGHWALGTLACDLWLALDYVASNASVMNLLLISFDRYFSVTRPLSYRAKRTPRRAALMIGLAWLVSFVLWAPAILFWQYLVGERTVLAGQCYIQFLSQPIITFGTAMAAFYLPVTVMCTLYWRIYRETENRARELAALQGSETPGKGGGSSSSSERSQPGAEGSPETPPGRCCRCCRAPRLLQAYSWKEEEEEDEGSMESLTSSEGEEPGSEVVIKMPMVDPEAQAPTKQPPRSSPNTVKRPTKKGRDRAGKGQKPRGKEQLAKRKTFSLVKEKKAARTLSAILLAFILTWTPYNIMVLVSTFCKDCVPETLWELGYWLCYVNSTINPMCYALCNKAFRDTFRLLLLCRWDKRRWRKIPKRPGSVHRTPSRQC
CHO-K1 Ca antag: counter-screen for M1 antagonists: effect in parental CHO-K1 cells. ATP-induced calcium, Fluo-8 fluorescence. inhibition, % at 3 µM. 360,000 tested, 0.6% active. AID 602250;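 active means inhibition above a per-plate cutoff, the plate's mean sample inhibition plus 3 SD, cut at about 24% in these data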;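 further: 0% = DMSO plus EC80 ATP and 100% = DMSO alone without ATP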
CHRM1 PAM: positive allosteric modulators of human M1 muscarinic receptor; P11229; CHO-K1 hM1, Fluo-8 calcium fluorescence, ACh EC20; 0% = ACh EC20, 100% = maximal ACh; activation, % at 3 µM; 360,000 tested, 0.088% active; AID 588819; in the data active means activation above about 19%, passing the limit was not always enough
TAAR1 antag: antagonists of human TAAR1; Q96RJ0; inhibition, % at 3 µM; CHO RD-HGA16 TAAR1, Fluo-8 calcium fluorescence, antagonist; AID 624466; 360,000 tested, 1.5% active;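 active means inhibition above a per-plate cutoff, the mean inhibition of test compounds on that plate plus 3 SD, cut at about 49% in these data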;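 further: 0% = DMSO plus EC80 beta-PEA response and 100% = DMSO alone without agonist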
Target sequence (Q96RJ0 whole entry, looked up): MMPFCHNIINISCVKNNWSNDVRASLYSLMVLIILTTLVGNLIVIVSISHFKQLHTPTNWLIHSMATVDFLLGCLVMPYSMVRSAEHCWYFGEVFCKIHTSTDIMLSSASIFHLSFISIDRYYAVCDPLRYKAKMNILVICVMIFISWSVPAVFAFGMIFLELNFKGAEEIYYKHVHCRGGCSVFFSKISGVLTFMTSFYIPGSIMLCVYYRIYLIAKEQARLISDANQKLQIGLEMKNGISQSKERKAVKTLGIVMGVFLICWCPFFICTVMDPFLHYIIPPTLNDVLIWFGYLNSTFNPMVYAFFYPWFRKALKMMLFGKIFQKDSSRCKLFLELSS
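Test system: RD-HGA16 CHO cells with stable hTAAR1 and Gα16 / Probe or stimulus: EC80 β-phenethylamine stimulus / Times: seeding 17-24 h prior, 75-min 37 °C, 30-min RT dye loading / Detection: Fluo-8 calcium-sensitive fluorescence / Read-out basis: % inhibition scaled between DMSO and EC80 PEA controls / Repeats: singlicate, one well per test compound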
M1 antag: human CHRM1 antagonism | P11229 | CHO-K1 hM1, Fluo-8 calcium fluorescence, ACh EC80 antagonist | inhibition, % at 3 µM | 360,000 tested, 1.3% active | AID 588852;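 active means percent inhibition above its own plate's cutoff, namely the mean of that plate's compound wells plus 3 SD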;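 further: peak over basal fluorescence ratio during 140 s after agonist addition; 0% = ACh EC80 plus DMSO and 100% = DMSO alone without agonist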
CHO-K1 Ca PAM: M1 PAM counterscreen hit in parental CHO-K1 cells. ATP EC20, Fluo-8 calcium fluorescence; 0% at ATP EC20, 100% at ATP max. activation, % at 3 µM. 360,000 tested, 0.02% active. AID 602247;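 active means activation above the run cutoff, the mean activation of all test compounds plus 3 SD, cut at about 40% in these data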;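 further: peak over basal fluorescence ratio in a 140 s read after ATP addition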
TAAR1 agonist: agonists of human TAAR1; Q96RJ0; CHO RD-HGA16 TAAR1, Fluo-8 calcium fluorescence; vehicle wells 0%, saturating PEA agonist 100%; 360,000 tested, 0.99% active; activation, % at 3 µM;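 active means activation above the mean activation of all test compounds in the run plus 3 SD, cut at about 38% in these data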
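Repeats: no replicates (n 1) | Material: CHO-derived RD-HGA16 cells with stable Gα16 and human TAAR1 | Technique: Kinetic Fluo-8 calcium fluorescence | Schedule: 17-24 h seeding, 75 min 37 °C dye, 30 min RT | Evaluation: % activation from peak over basal fluorescence ratio, DMSO-to-PEA scaled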
Numbers without * were called inactive; nt = not tested or not shown.

Start of the listing, in advance, three compounds:
SMILES	CHO parental Ca	M1 ag parental	CHRM1 agonist	CHO-K1 Ca antag	CHRM1 PAM	TAAR1 antag	M1 antag	CHO-K1 Ca PAM	TAAR1 agonist
CN(C)S(=O)(=O)c1cccc(C(=O)OCC(=O)N2CCCC2=O)c1	2	0.5	-2	1	7	-21	-2	-19	2
CCOC(=O)[C@H]1[C@H]2COc3ccc(Cl)cc3[C@@H]2N2C(=O)c3ccc(C)cc3NC(=O)[C@@]12C	-13	-0.5	2	-18	6	18	-9	14	1
Cc1ccc(S(=O)(=O)Nc2nc(-c3ccc(F)cc3)cs2)cc1	-4	0.0	-3	3	2	-24	7	-10	-2

This part in full, from the first entry:
SMILES	CHO parental Ca	M1 ag parental	CHRM1 agonist	CHO-K1 Ca antag	CHRM1 PAM	TAAR1 antag	M1 antag	CHO-K1 Ca PAM	TAAR1 agonist
CN(C)S(=O)(=O)c1cccc(C(=O)OCC(=O)N2CCCC2=O)c1	2	0.5	-2	1	7	-21	-2	-19	2
CCOC(=O)[C@H]1[C@H]2COc3ccc(Cl)cc3[C@@H]2N2C(=O)c3ccc(C)cc3NC(=O)[C@@]12C	-13	-0.5	2	-18	6	18	-9	14	1
Cc1ccc(S(=O)(=O)Nc2nc(-c3ccc(F)cc3)cs2)cc1	-4	0.0	-3	3	2	-24	7	-10	-2
Cc1ccc(NC(=O)Nc2cccc([N+](=O)[O-])c2)nc1	-17	1.9	-6	-9	10	-3	-3	16	11
Cc1ccccc1NC(=O)CC(O)(C(F)(F)F)C(F)(F)F	-16	7.2	-4	-9	9	-2	-6	19	3
C=CCN1C(=O)c2ccc(C(=O)N(CC)CC(=O)Nc3ccc(OC)cc3)cc2C1=O	-8	1.1	-2	-11	10	-28	-12	19	3
Cc1onc(-c2ccccc2)c1C(=O)NCC1CCCO1 (stereo not drawn)	-8	0.6	-3	-5	11	11	-33	-4	5
Fc1ccccc1/C=N/Nc1nc2ccccc2o1	8	-0.1	-4	-12	1	-5	-9	-10	3
CSc1ccccc1NC(=O)CN(C)CC(=O)Nc1cccc(Br)c1	-18	5.7	-4	-3	0	9	6	-7	8
O=C(NCCOc1ccccc1)c1ccccc1NC(=O)C1CCCO1 (stereo not drawn)	-8	18*	-5	2	7	-11	-3	8	1
O=C(Nc1cc(N2CCCCC2)ncn1)c1ccccc1	-20	0.3	-6	6	2	18	3	-11	2
C[C@@]12C(C[C@H](O)[C@@]34C[C@@H](CCC13)[C@@H](CO)C4=O)[C@](C)(C(=O)O)CC[C@@H]2O (stereo partly drawn)	nt	0.0	-4	10	-2	8	10	6	0
O=C(NCC1CCCO1)c1ccccn1 (stereo not drawn)	-9	0.0	-3	3	7	-7	-8	2	2
COc1cccc(OCc2cc(C3Nc4ccccc4C(=O)N3Cc3ccco3)ccc2OC)c1 (stereo not drawn)	nt	0.1	-2	17	4	22	13	-3	3
Cc1nc(NC(=O)c2ccco2)sc1C(=O)Nc1ccc(Br)cc1	-17	1.7	-1	-7	7	nt	-12	14	nt
Cc1ccc(Oc2c(F)c(F)nc(N3CCCC3)c2F)cc1	1	1.2	-6	-6	1	6	-1	13	0
CCOC(=O)c1c(C)[nH]c(C)c1C(=O)COc1ccc(NC(=O)c2ccco2)cc1	-5	2.4	-2	-4	4	15	-4	14	3
C=CCc1cccc(/C=N/NC(=O)CCC(=O)Nc2ccc(C)cc2)c1O	-4	7.1	-7	1	6	-24	-8	17	4
COCCOC1CCN(C(=O)C2CCC(=O)N(CCc3cccc(F)c3)C2)CC1 (stereo not drawn)	-8	0.1	-5	-4	8	-7	-10	21	2
COc1ccc(NC(=O)Cc2coc3cc(C)c(C(C)C)cc23)cc1S(=O)(=O)N1CCOCC1	-12	1.6	-12	-10	4	-15	1	19	3

One compound at a time (already shown):
COc1ccc(NC(=O)Cc2coc3cc(C)c(C(C)C)cc23)cc1S(=O)(=O)N1CCOCC1 is listed with CHO parental Ca: -12; M1 ag parental: 1.6; CHRM1 agonist: -12; CHO-K1 Ca antag: -10; CHRM1 PAM: 4; TAAR1 antag: -15; M1 antag: 1; CHO-K1 Ca PAM: 19; TAAR1 agonist: 3
O=C(NCC1CCCO1)c1ccccn1 (stereo not drawn) is listed with CHO parental Ca: -9; M1 ag parental: 0.0; CHRM1 agonist: -3; CHO-K1 Ca antag: 3; CHRM1 PAM: 7; TAAR1 antag: -7; M1 antag: -8; CHO-K1 Ca PAM: 2; TAAR1 agonist: 2
C=CCc1cccc(/C=N/NC(=O)CCC(=O)Nc2ccc(C)cc2)c1O is listed with CHO parental Ca: -4; M1 ag parental: 7.1; CHRM1 agonist: -7; CHO-K1 Ca antag: 1; CHRM1 PAM: 6; TAAR1 antag: -24; M1 antag: -8; CHO-K1 Ca PAM: 17; TAAR1 agonist: 4

(more compounds)
SMILES	CHO parental Ca	M1 ag parental	CHRM1 agonist	CHO-K1 Ca antag	CHRM1 PAM	TAAR1 antag	M1 antag	CHO-K1 Ca PAM	TAAR1 agonist
CC(=O)Nc1ccc(S(=O)(=O)NC2CC3CCC2C3)cc1 (stereo not drawn)	1	0.5	2	9	12	-14	-2	-23	2
COc1ccc(NC(=O)Nc2ccccc2OC)cc1	-9	0.2	-5	-9	5	3	-8	10	0
O=S(=O)(NCCN1CCOCC1)c1cc(Cl)ccc1Cl	-12	1.2	-5	-3	13	-2	-16	14	6
Cc1cc(C)c2c(c1)c(C)cc1nnc(SCC(=O)NCc3ccco3)n12	-15	-0.7	-7	8	0	-8	5	-3	3
COc1cc(-c2nc3cnccn3c2Nc2ccc(C)cc2)ccc1O	-8	1.0	-2	6	-3	-4	-12	-14	23
Cc1c(Cl)cccc1NS(=O)(=O)c1c(C(=O)N2CCOCC2)c(C)n(C)c1C	-22	-0.6	2	16	21	-2	-9	11	-1
O=C(CN1CCN(S(=O)(=O)c2ccc(F)cc2)CC1)Nc1ccc(F)cc1F	-13	1.3	0	-6	1	-14	1	-6	2
COc1ccc(-c2nn3c(-c4ccccc4)nnc3s2)cc1	-7	1.5	-5	-3	-4	9	-1	22	1
Cc1ccn(CCC(=O)Nc2ccc3c(c2)OCO3)n1	5	2.2	-2	-12	2	-4	0	9	0
COc1ccc(/C(O)=C2\C(=O)C(=O)N(Cc3ccco3)C2c2ccc(OC)cc2OC)cc1 (stereo not drawn)	-20	-0.2	0	4	4	-6	-6	4	1
COc1ccc(OCC(=O)N2CCc3ccccc32)c([N+](=O)[O-])c1	nt	1.0	-3	-3	5	-8	-2	5	-1
O=C(NC1CCCC1)C1CCCN(S(=O)(=O)c2ccc(-n3cnnn3)cc2)C1 (stereo not drawn)	-11	0.9	-4	10	-4	6	11	-2	7
O=C(c1ccc([N+](=O)[O-])cc1)N1CCc2ccccc2C1	4	3.0	-6	4	-8	7	0	9	0
NC(=O)C1CCCN(S(=O)(=O)c2ccc3ccccc3c2)C1 (stereo not drawn)	2	0.8	-1	-9	-4	7	-12	-7	0
O=C(O)/C=C\C(=O)NCc1cccnc1	5	-0.4	-7	-11	12	10	-3	5	6
COc1ccc(Nc2nccc(-c3cccc(N)c3)n2)cc1	-10	2.3	-5	-10	8	24	-8	5	3
CC(NS(=O)(=O)c1ccccc1)C(=O)Nc1ccc2c(c1)OCCO2 (stereo not drawn)	-10	0.5	-3	-4	9	-5	-6	8	3
COc1cccc2cc(C(=O)CS(=O)(=O)c3ccc(C)cc3)c(=O)oc12	-14	0.4	-2	-4	15	nt	-14	0	nt
N/C(CCS(=O)(=O)c1ccc(Cl)cc1)=N\OC(=O)c1ccccc1Cl	-14	0.4	-2	-3	8	-28	-15	0	-1
O=C(COC(=O)CC1Sc2ccccc2NC1=O)NCc1ccccc1 (stereo not drawn)	-32	1.8	-3	-8	8	-7	-7	0	3
C=CCS(=O)(=O)N1CCCC(Cc2ccccc2C)(C(=O)OCC)C1 (stereo not drawn)	-11	7.0	-4	3	3	1	0	5	0
CCN1CCCC1CNS(=O)(=O)c1ccc(Br)cc1 (stereo not drawn)	-16	1.0	-9	13	-12	1	18	-21	2
Cc1ccc(-c2cc[n+](Cc3ccccc3)cc2)cc1	-12	0.9	-8	-11	1	-31	2	13	1
O=C(O)/C(=C\c1cccs1)Sc1nnc(-c2ccc(F)cc2)o1	-13	4.7	-2	6	-2	-21	9	-11	-2
CC(COc1ccccc1)OC(=O)Nc1ccccc1 (stereo not drawn)	nt	-0.5	-9	-12	-2	0	-3	8	0
C[C@@H]1CN([C@@H](C)CO)C(=O)CCCn2nncc2CO[C@H]1CN(C)C(=O)Nc1ccc(N2CCCCC2)cc1	nt	0.9	-5	-8	0	0	-11	18	2
CCOc1ccc(-c2c(C(=O)N/N=C/c3cccs3)nnn2-c2nonc2N)cc1	-14	2.8	11	3	3	21	3	17	96*
CN1C(=O)C(=O)N(CC(=O)N2CCc3ccccc32)C1=O	-15	-0.7	-4	7	8	-16	-8	9	9
O=C(c1ccccc1)N1CN2CN(C(=O)c3ccccc3)CC([N+](=O)[O-])(C2)C1	-14	-0.5	-5	-5	3	-3	5	-2	7
O=C(N/N=C/c1ccsc1)c1ccc2c(c1)OCO2	0	0.1	-2	-12	5	-19	-3	5	12
COc1ccccc1OCCNC(=O)C1CC(=O)N(Cc2ccc(C)cc2)C1 (stereo not drawn)	-23	0.3	-2	-4	8	-15	-4	6	1
COc1cc(S(=O)(=O)Nc2ccccn2)ccc1F	-9	0.5	-3	-5	5	-5	1	12	8
O=C(c1ccc(Cl)cc1)N1CCN(c2cccc3[nH]ccc23)CC1	-6	3.4	0	-8	17	9	-20	15	5
On1nnc2ccccc21	-5	0.6	-2	-14	7	13	-7	9	0
